Screening data from PubChem BioAssay.
NPYLR7 ag: agonists of mosquito NPYLR7 receptor, primary screen, cell-based, Aedes aegypti, calcium fluorescence, mosquito biting behavior; Aedes aegypti neuropeptide Y-like receptor 7 (NPYLR7); activation, % at 10 µM; 0.15% of 270,000 active; HEK293T NPYLR7/Galpha15, GCaMP6s calcium fluorescence; AID 1259423, 2018; in the data active means activation above about 40%;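 further: 0% = vehicle and 100% = reference agonist at the receptor; some compounds past the cut are filed as inactive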
hcGAS inh: Primary biochemical luminescence assay for human cyclic GMP-AMP synthase inhibitors. Q8N884. recombinant h-cGAS, ATP depletion, Kinase-Glo luminescence. inhibition, % at 12.5 µM. 0.081% of 290,000 active. AID 1259398, 2018;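 further: 0% = vehicle reaction and 100% = reaction without DNA for no activity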
Target sequence (Q8N884 whole entry, looked up): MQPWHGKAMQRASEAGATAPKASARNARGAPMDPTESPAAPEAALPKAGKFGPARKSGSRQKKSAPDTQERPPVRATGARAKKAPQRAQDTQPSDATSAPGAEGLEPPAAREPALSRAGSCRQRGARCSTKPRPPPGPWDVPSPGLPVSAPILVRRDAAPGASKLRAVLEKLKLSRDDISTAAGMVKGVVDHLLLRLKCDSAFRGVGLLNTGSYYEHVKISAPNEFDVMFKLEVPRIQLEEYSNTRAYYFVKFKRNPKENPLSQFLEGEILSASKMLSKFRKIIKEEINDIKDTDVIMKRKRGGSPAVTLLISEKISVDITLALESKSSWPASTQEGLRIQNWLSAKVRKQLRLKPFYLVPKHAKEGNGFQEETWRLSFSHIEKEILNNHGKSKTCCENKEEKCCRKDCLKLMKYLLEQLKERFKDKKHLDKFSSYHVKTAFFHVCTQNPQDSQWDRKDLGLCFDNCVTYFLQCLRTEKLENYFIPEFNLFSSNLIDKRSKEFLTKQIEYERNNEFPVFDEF
mcGAS lum: cyclic GMP-AMP synthase inhibitors, mouse, primary biochemical chemiluminescence | Q8C6L5 | recombinant cGAS, Kinase-Glo ATP depletion luminescence | inhibition, % at 12.5 µM | 0.15% of 160,000 active;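 further: 0% = negative control wells and 100% = reference inhibitor with no enzyme activity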
Starred values were filed as active, the others as inactive; x = not tested or not shown; & = joins results of further samples. Unless noted, no stated cut-off is given here; in the data, active means inhibition above about 40%; inactive means the rest.

SMILES	NPYLR7 ag	hcGAS inh	mcGAS lum
Oc1ccc(Cl)cc1C1=NCCN=C(C(F)(F)C(F)F)C1	13.4	-4.1	-3.1
O=C(Nc1cccc(-c2cccc(Cl)c2)c1)C1CCN(Cc2ccncc2)CC1	11.2	-10.8	x
Cc1ccnc(SCc2cc(=O)c(OC(=O)c3ccc(S(=O)(=O)N(C)C)cc3)co2)n1	-23.2	3.6	1.0
CC(C)=NOC(C)C(=O)N(C)CCC(O)c1ccccc1 (centres undefined)	-0.1	3.4	-2.5
COCCc1nc2ccc(C(=O)N3CCC(OCc4cccnc4)CC3)cc2o1	5.3	-5.1	x
CCN=c1scc(-c2ccc(F)cc2)n1N=Cc1ccc2c(c1)OCCO2	6.2	-15.7	-7.8
Cc1nn(-c2nc3ccccc3[nH]2)c2c1C(=O)CC(C)C2 (centres undefined)	-7.8	0.9	x
Cc1cccc(Cn2c(-c3nnc(C)o3)cc3ccccc32)c1	-4.0	6.8	1.8
C=C(C)CNC(=O)c1cc(COc2ccc(Cl)cc2OC)on1	-6.6	-9.0	-5.9
c1coc(-c2cc(CSc3nnc(-c4cccs4)n3C3CC3)no2)c1	0.0	-6.6	-4.8
Cc1nc2ccc(Cl)cc2cc1C(=O)N1CSCC1C(=O)NC(C)(C)C (centres undefined)	-1.0	-4.2	-12.7
C#CC1(NC(=O)CCc2scnc2C)CCCCC1	1.9	-5.2	x
Cc1ccc(CNCC2(O)CCCN(CCc3ccccc3)C2=O)s1 (centres undefined)	8.1	-1.0	-8.5
Cc1cccc(NC(=O)CSc2nc(=O)n3cccc(C)c3n2)c1	18.1	1.3	x
CCC1CCc2sc(C(=O)N=c3sccn3C)cc2C1 (centres undefined)	0.8	-7.1	x
CSc1nccc(-c2cc(Cl)c3c(c2)CC(CNC(=O)C(c2cccnc2)N2CCCC2)O3)n1 (centres undefined)	18.1	-7.2	-12.0
CCOc1ccc(CN2CCN(C/C=C/c3ccccc3OC)CC2CCO)cc1 (centres undefined)	1.6	-6.9	-9.8
COc1cc2c(cc1CN1CCN(Cc3cccc(F)c3)CC1)OCCO2	6.9	-4.0	x
Nc1nc(N2CCN(Cc3ccccc3)CC2)nc(NC2CCCCC2)c1[N+](=O)[O-]	2.9	-3.1	-7.6
COc1cc(OC)c(C=Nn2c(-c3ccc(Cl)cc3)n[nH]c2=S)c(OC)c1	-4.8	-0.5	x
Cc1ccc(CN(C)C(=O)CC2C(=O)NCCN2Cc2ccc(F)c(F)c2)cc1 (centres undefined)	13.4	-3.5	-8.0
CC1(C)CC2CC(C)(CN2C(=O)CSCC(=O)O)C1 (centres undefined)	3.9	-6.8	x
COC(=O)c1sccc1NS(=O)(=O)c1ccccc1	-5.6	1.7	x
Cc1onc(-c2ccccc2)c1C(=O)N1CC(=O)N(CC(C)C)CC(OCc2ccccn2)C1 (centres undefined)	15.0	-26.2	-9.3
CCc1ccc(C=Nn2c(-c3ccc(F)cc3)csc2=NC)cc1	6.3	-0.8	-0.3
Nc1c(C(=O)Nc2ccccc2)c2nc3ccccc3nc2n1/N=C\c1cccs1	6.1	-5.1	-7.1
COc1ccc2cc(C3CN(C(=O)c4cc(N)n[nH]4)CCO3)ccc2c1 (centres undefined)	0.4	-7.7	x
COc1ccccc1OCC(O)CN1CCN(CC(=O)Nc2c(C)cccc2C)CC1 (centres undefined)	-16.5&10.2&-2.8&2.0	-3.4&-4.1&3.7&15.9	-3.1
O=C(c1cscn1)N1CC[C@@H](c2ccc3c(c2)OCO3)[C@H](O)C1	23.4	-7.0	x
CCOC(=O)[C@H](C)NC(=O)C1(c2ccccc2F)CC1	-5.5	-3.4	-11.0
Cc1ccccc1OCC1CCCN(Cc2nc(Cc3ccccc3F)no2)C1 (centres undefined)	1.6	-2.4	-4.9
Cc1ccc(C)c(S(=O)(=O)N(C)Cc2ccc(F)c(F)c2)c1	-5.6	8.5	x
COc1ccc(C(=O)NC2CC2)cc1OC1CCN(Cc2ccc(SC)cc2)CC1	6.7	-7.1	x
COc1ccc(CN2CCN(Cc3cnc(-c4cccc(C)c4)nc3)CC2CCO)cc1C (centres undefined)	-3.3	-2.5	x
CC1CCN(S(=O)(=O)c2cc(Br)cc(C(=O)NC3=NCCS3)c2)CC1	0.7	-0.1	x
COc1ccc(C)cc1C(C)NC(=O)N1CCN(c2nccs2)CC1 (centres undefined)	2.7&12.4	-2.9&-8.4	-16.2
CCOc1ccc2nc(N(Cc3cccnc3)C(=O)C3=COCCO3)sc2c1	-6.8	-7.0	-7.9
CC1=NOC(C(=O)N2CCC(c3n[nH]c(=O)n3Cc3ccccc3)CC2)C1 (centres undefined)	2.9	-7.2	-14.7
c1ccc(-c2nc3c(c(N4CCN(C5CCSC5)CC4)n2)CCC3)cc1 (centres undefined)	-2.4	-12.3	x
CC1(c2ccc(NC(=O)C3CCCC3)cc2)NC(=O)NC1=O (centres undefined)	10.3	-7.1	-5.9
CC(C)c1cc(C(=O)NC(C)c2ccccc2-n2cccn2)n(C)n1 (centres undefined)	-6.9	-0.3	-10.4
COc1cn(CC(=O)NCCc2ccccc2)c(CN2CCCCCC2)cc1=O	0.6	-2.9	-6.4
COc1cccc(S(=O)(=O)N2C(C)CCCC2C)c1 (centres undefined)	-3.2	-2.3	x
CC(C)Nc1ncccc1C(=O)NCc1cccs1	-7.4	-4.8	-5.2
Cc1ncoc1C(=O)N(CCN1CCCCC1)CC1CCCN(C2CCCC2)C1 (centres undefined)	0.4	-3.8	x
COCCNC(=O)Cn1ncc2ccsc2c1=O	1.5	-4.6	-3.4
CCC(c1n[nH]c(=S)n1-c1ccccc1)N(C)C (centres undefined)	-5.3	7.9	x
Cc1nc(C)c2c(N)c(C(=O)OCc3cc(C)on3)sc2n1	-3.2	-11.9	x
COc1ccc(-c2csc(-n3[nH]c(C)c(N=Nc4ccc(NC(C)=O)cc4)c3=O)n2)cc1	3.5	-2.2	-3.1
CCOC(=O)C1C(=N)OC2=C(C(=O)CC(C)(C)C2)C1c1cccc(Cl)c1 (centres undefined)	1.9	-8.8	-4.7
CCCCc1cc(=O)[nH]c(-c2ccc(CN3CCN(C(=O)N(C)C)CC3)cc2)n1	0.0	-0.3	x
CCOC(=O)C1(C)CCCCN1C(=O)c1c(F)ccc(C)c1F (centres undefined)	-0.6	-2.7	x
CCc1cccc(NC(=O)CCC(=O)N2CCN(c3cccc(C)n3)CC2)c1	22.8	-5.3	-16.3
Cc1ccsc1C(=O)N1CCC1(C)C(=O)NS(=O)(=O)Cc1ccccc1C(F)(F)F (centres undefined)	1.5	-7.4	x
O=C(O)C1CN(S(=O)(=O)C2CC2)CC12CCCCC2 (centres undefined)	x	7.4	-0.6
CNC(=O)[C@H]1CN(C(=O)c2ccc(Cl)cc2)[C@]2(C)C(=O)N(CCOC)c3ccccc3[C@H]12	-7.7	4.9	0.9
CC(Nc1nnc(C2CCC2)o1)C1=CCCCC1 (centres undefined)	x	-7.8	-3.8
Cn1cnnc1SCC(=O)N1c2ccccc2Sc2ccc(C(F)(F)F)cc21	-11.4	-0.2	5.1
C=CCn1c(N)c(C#N)c2nc3ccccc3nc21	15.0	-1.3	-1.8
Cc1oc(-c2cccc(C(F)(F)F)c2)nc1CN(C)Cc1cnccn1	-0.4	-4.0	0.4
(list continues)
SMILES	NPYLR7 ag	hcGAS inh	mcGAS lum
CCCNCC(=O)Nc1cc(C(C)(C)C)nn1C(C)(C)C	13.7	-4.0	x
CCOC(=O)C1CCN(C(=O)CC(c2cccc([N+](=O)[O-])c2)c2c[nH]c3c(CC)cccc23)CC1 (centres undefined)	33.6	-10.4	-6.4
CCOC(=O)C1(CC2CC2)CCN(C(C)CCc2c[nH]c3ccccc23)CC1 (centres undefined)	14.8	-5.0	-13.6
OC(CN(Cc1cccc(F)c1)CC1CC(c2ccccc2)=NO1)c1ccccc1 (centres undefined)	1.2	-3.7	-3.8
Nc1ccc(C2CC(=O)NC(=O)N2)cc1 (centres undefined)	5.5	0.7	x
O=C1/C(=C/c2ccc(Cl)cc2)C=C(c2ccccc2)N1c1ccccc1	0.0	-2.2	-3.2
O=[N+]([O-])c1cc([N+](=O)[O-])c2oc(-c3ccccc3)c(Br)c2c1O	-9.2	82.4*	90.6*
Cc1cc(-n2c(C)cc(C=C3SC(=NC4CCCC4)NC3=O)c2C)no1	7.3	-4.4	x
CC1CCCN(S(=O)(=O)c2ccc(CNC(=O)c3ccc(Cl)cc3)s2)C1 (centres undefined)	-9.5	-2.6	x
CCNC(=O)CCc1nc2cc(S(=O)(=O)N3CCCCC3)ccc2n1C	13.9	-0.7	-4.7
COc1ccc(C=NN2CCN(Cc3ccccc3Cl)CC2)c(OC)c1OC	-6.5	-5.1	-2.8
C#Cc1cccc(NC(=O)NC2CCCN(Cc3ccc(F)cc3Cl)C2)c1 (centres undefined)	4.3	-2.8	x
COc1ccc(-c2oc3cc(OC)ccc3c2C(=O)c2ccc(C#N)cc2)cc1	6.1	-1.3	x
CC(C)CCn1c(N2CCN(Cc3ccccc3F)CC2)nc2c1c(=O)[nH]c(=O)n2C	-0.2	-5.5	x
COc1cccc(C(=O)N2CCN(c3cc(Cl)nc(SCC(=O)N4CCC5(CC4)OCCO5)n3)CC2C)c1 (centres undefined)	-3.8	-9.3	-5.3

Arranged by SMILES length (smallest number first): part of the list above
SMILES	NPYLR7 ag	hcGAS inh	mcGAS lum
Nc1ccc(C2CC(=O)NC(=O)N2)cc1 (centres undefined)	5.5	0.7	x
CC(Nc1nnc(C2CCC2)o1)C1=CCCCC1 (centres undefined)	x	-7.8	-3.8
C=CCn1c(N)c(C#N)c2nc3ccccc3nc21	15.0	-1.3	-1.8
CCCNCC(=O)Nc1cc(C(C)(C)C)nn1C(C)(C)C	13.7	-4.0	x
CCOC(=O)C1(C)CCCCN1C(=O)c1c(F)ccc(C)c1F (centres undefined)	-0.6	-2.7	x
COc1ccc(C=NN2CCN(Cc3ccccc3Cl)CC2)c(OC)c1OC	-6.5	-5.1	-2.8
Cc1oc(-c2cccc(C(F)(F)F)c2)nc1CN(C)Cc1cnccn1	-0.4	-4.0	0.4
C#Cc1cccc(NC(=O)NC2CCCN(Cc3ccc(F)cc3Cl)C2)c1 (centres undefined)	4.3	-2.8	x
Cn1cnnc1SCC(=O)N1c2ccccc2Sc2ccc(C(F)(F)F)cc21	-11.4	-0.2	5.1
CCc1cccc(NC(=O)CCC(=O)N2CCN(c3cccc(C)n3)CC2)c1	22.8	-5.3	-16.3
OC(CN(Cc1cccc(F)c1)CC1CC(c2ccccc2)=NO1)c1ccccc1 (centres undefined)	1.2	-3.7	-3.8
CC1CCCN(S(=O)(=O)c2ccc(CNC(=O)c3ccc(Cl)cc3)s2)C1 (centres undefined)	-9.5	-2.6	x
CCOC(=O)C1C(=N)OC2=C(C(=O)CC(C)(C)C2)C1c1cccc(Cl)c1 (centres undefined)	1.9	-8.8	-4.7
CCCCc1cc(=O)[nH]c(-c2ccc(CN3CCN(C(=O)N(C)C)CC3)cc2)n1	0.0	-0.3	x
CC(C)CCn1c(N2CCN(Cc3ccccc3F)CC2)nc2c1c(=O)[nH]c(=O)n2C	-0.2	-5.5	x
O=[N+]([O-])c1cc([N+](=O)[O-])c2oc(-c3ccccc3)c(Br)c2c1O	-9.2	82.4*	90.6*
COc1ccc(-c2csc(-n3[nH]c(C)c(N=Nc4ccc(NC(C)=O)cc4)c3=O)n2)cc1	3.5	-2.2	-3.1
COc1cccc(C(=O)N2CCN(c3cc(Cl)nc(SCC(=O)N4CCC5(CC4)OCCO5)n3)CC2C)c1 (centres undefined)	-3.8	-9.3	-5.3
CCOC(=O)C1CCN(C(=O)CC(c2cccc([N+](=O)[O-])c2)c2c[nH]c3c(CC)cccc23)CC1 (centres undefined)	33.6	-10.4	-6.4

(cont.)
SMILES	NPYLR7 ag	hcGAS inh	mcGAS lum
Cc1cccc(-c2nc(NC(=O)C3Cc4cc(F)ccc4O3)n[nH]2)n1 (centres undefined)	1.2	-9.7	x
COc1ccc(OC)c(N2C(=O)c3cccc4cccc(c34)C2=O)c1	4.8	-0.8	-0.5
CC1(C)C=Cc2cc3ccc(=O)oc3cc2O1	x	-4.6	-3.4
CCOC(=O)C1(C)CCCCCN1C(=O)/C=C/c1ccccc1 (centres undefined)	0.0	-12.9	x
O=C(CCOCC(F)(F)F)Nc1ccc2[nH]ccc2c1	11.0	-9.8	x
